ARNT-TACC3 inh – ARNT/TACC3 interaction disruption; AlphaScreen His-ARNT PAS-B/GST-TACC3 binding, luminescence; TACC3 fragment carries E629A point mutation; inhibition, % at 9.99 µM; 390,000 tested, 0.66% active;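 active means mean inhibition of replicates at least 50% and at least half of replicates each reaching 50%; inconclusive means half or more replicates reach 50% but mean below 50%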;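 further: 0% = complete ARNT plus TACC3 wells and 100% = ARNT alone without TACC3; many hits fall short of the cut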
SIRT5 inh – sirtuin-5 (human) deacylase inhibition; 330,000 tested, 1.1% active; Q9NXA8; Purified SirT5, succinyl-peptide AMC, trypsin-coupled fluorescence; inhibition, % at 15 µM; in the data active means inhibition above about 15%; inconclusive means no clear call, values can overlap the other calls
Target sequence (Q9NXA8 whole entry, looked up): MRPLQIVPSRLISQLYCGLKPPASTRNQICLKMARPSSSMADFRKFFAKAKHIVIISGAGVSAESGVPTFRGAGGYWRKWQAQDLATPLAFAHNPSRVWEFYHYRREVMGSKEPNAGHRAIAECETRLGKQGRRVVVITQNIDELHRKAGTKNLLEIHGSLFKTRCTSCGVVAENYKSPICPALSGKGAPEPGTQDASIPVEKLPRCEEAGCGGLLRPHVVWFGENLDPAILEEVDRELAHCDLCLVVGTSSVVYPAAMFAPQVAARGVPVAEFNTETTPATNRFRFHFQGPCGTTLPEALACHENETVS
PAX8 reporter – inhibitors of PAX8 transcriptional activity in RMG-I cells; RMG-I TPO-luciferase reporter, SteadyGlo, 24 h; inhibition, % at 12.6 µM; 360,000 tested, 1.2% active; AID 652154;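 active means mean replicate inhibition at least 60% with every replicate also reaching 60%; inconclusive means only one of the two criteria is met; inactive means mean below 60% and not all replicates reaching 60%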;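 further: luciferase light reporting Pax8 driven TPO promoter activity; plate controls were median of neutral control wells for no effect and mitoxantrone controls for full effect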
EWS-Fli block – inhibitors of EWS/Fli oncoprotein transcriptional activity; inhibition, % at 12.6 µM; A673 NR0B1-luciferase reporter, viability-normalised; 350,000 tested, 0.67% active; AID 651661;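 active means mean inhibition of at least 50% after viability correction, with every replicate also passing that limit; inconclusive means mean reaches 50% but only one of two replicates passes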;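 further: firefly luciferase signal divided by Alamar Blue viability fluorescence both relative to DMSO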
DENV2 CPE rescue – DENV2-induced cell death inhibition | AID 651640 | CPE inhibition, % at 9.99 µM | 350,000 tested, 1.7% active | DENV2-infected cells, cytopathic effect rescue, plate reader; in the data active means CPE inhibition above about 20%, passing the limit was not always enough; inconclusive means no clear call, values can overlap the other calls; tested in BHK-21 cells;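 further: 0% = median of neutral control wells and 100% = median of positive control wells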
LGR2 inh – inhibitors of bursicon-induced Drosophila LGR2 receptor cAMP signaling. HEK293 LGR2, CRE-luciferase, bursicon-stimulated, 4 h. inhibition, % at 9.99 µM. 380,000 tested, 0.35% active. AID 720647;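 active means drop in luminescence signal, shown as inhibition above about 50% in the replicate tests, limit read from the data, passing the limit was not always enough; inconclusive means probably only some replicates passing the limit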;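 further: agonist challenge used bursicon conditioned medium at about half maximal strength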
CASP6 VEID inh – inhibitors of human caspase-6; purified caspase-6, Z-VEID-R110 cleavage fluorescence; inhibition, % at 12.5 µM; 350,000 tested, 0.53% active; AID 686996; P55212;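 active means mean inhibition across replicates at least about 35%, with every replicate also reaching that limit, limit read from the data; inconclusive means only one of the two criteria met; inactive means neither criterion met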;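 further: 0% = median of neutral control wells and 100% = no fluorescence left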
Target sequence (P55212 24-179 limits assumed): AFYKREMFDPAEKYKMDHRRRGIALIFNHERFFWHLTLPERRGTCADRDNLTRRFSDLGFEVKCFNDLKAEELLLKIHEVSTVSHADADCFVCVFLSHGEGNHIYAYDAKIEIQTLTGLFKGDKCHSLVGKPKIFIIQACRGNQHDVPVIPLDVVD
Target sequence (P55212 194-293 limits assumed): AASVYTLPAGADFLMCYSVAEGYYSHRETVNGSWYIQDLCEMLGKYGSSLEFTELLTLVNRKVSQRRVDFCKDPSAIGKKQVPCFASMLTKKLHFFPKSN
* hit, by the source's call; ? = inconclusive; nt = no result given; & = joins results of further samples.

SMILES	ARNT-TACC3 inh	SIRT5 inh	PAX8 reporter	EWS-Fli block	DENV2 CPE rescue	LGR2 inh	CASP6 VEID inh
O=C(Nc1cccc(F)c1)N[C@@H]1CC[C@@H](CCNS(=O)(=O)c2cccc(Cl)c2)O[C@@H]1CO	2	-3	107*	-1	?	-1	-4
Cc1cc(C)cc(C(=O)N2CCCCC2)c1	-4	0	-4	10	5	11	-3
COc1ccc(-c2noc(CN(C)C(=O)CCCN3C(=O)[C@H]4CC=CC[C@H]4C3=O)n2)cc1	nt	-1	-5	-3	20	-11	-2
Nc1nonc1-n1nnc(C(=O)N/N=C/c2ccccc2)c1CN1CCc2ccccc21	28	-1	23	0	?	9	0
CO[C@@H]1CN(C)C(=O)c2cc(NS(C)(=O)=O)ccc2OC[C@H](C)N(C)C[C@H]1C	3	-5	-2	9	-4	-9	-4
NS(=O)(=O)c1ccc(NC(=O)c2ccc(S(=O)(=O)N3CCOCC3)o2)cc1	nt	3	23	5	1	11	1
c1cn2cc(-c3ccc4c(c3)OCO4)nc2s1	29	-2	nt	nt	nt	-17	2
CCCCCCCCN1C(=O)[C@@H](CC(=O)N2CCSCC2)C[C@@]2(C(=O)OC)C1=C[C@H](C1CCCC1)O[C@@H]2C	nt	nt	-20	9	7	6	3
Cc1ccc(C(=O)NC(=S)NNC(=O)c2ccc([N+](=O)[O-])cc2)cc1	30	nt	-2	15	-5	-8	-2
O=C(O)CCN1C(=O)C2C3CC(C2C1=O)C1C(c2ccccc2)c2sc(=O)n(-c4ccccc4)c2SC31 (stereo unspecified)	13	8	0	-3	-4	-5	2
COc1ccc(C(=O)Nc2cccc(NC(=O)c3cccs3)c2)cc1OC	-4	-1	-60	-9	-3	-12	2
O=C(c1ccc(-c2ccc([N+](=O)[O-])cc2)o1)N1CCCC(C(F)(F)F)C1 (stereo unspecified)	-20	-3	-82	-27	16	-34	-33
CCCCCN(C(=O)CCC(=O)OCC(=O)N(C)Cc1ccc(C)cc1)c1c(N)n(CCCC)c(=O)[nH]c1=O	4	4	20	6	1	13	-4
CCOc1ccc(-c2nnc(SCC(=O)N3CCN(c4ccccc4)CC3)o2)cc1	-2	nt	6	8	2	-3	1
COc1ccccc1CNC(=O)CCNS(=O)(=O)c1ccc2c(c1)oc(=O)n2C	-3	-1	15	nt	-2	-8	3

Three compounds out of the list above, sorted by the value under ARNT-TACC3 inh, lowest first:
molecule | ARNT-TACC3 inh
COc1ccccc1CNC(=O)CCNS(=O)(=O)c1ccc2c(c1)oc(=O)n2C | -3
O=C(Nc1cccc(F)c1)N[C@@H]1CC[C@@H](CCNS(=O)(=O)c2cccc(Cl)c2)O[C@@H]1CO | 2
CO[C@@H]1CN(C)C(=O)c2cc(NS(C)(=O)=O)ccc2OC[C@H](C)N(C)C[C@H]1C | 3

More records.
SMILES	ARNT-TACC3 inh	SIRT5 inh	PAX8 reporter	EWS-Fli block	DENV2 CPE rescue	LGR2 inh	CASP6 VEID inh
CCC(=O)Nc1ccc(C(=O)NNC(=O)COc2cc(C)ccc2C)cc1	-1	nt	-6	-6	nt	18	nt
CS(=O)(=O)N(CC(=O)NCc1ccncc1)c1cc(Cl)ccc1Cl	2	5	9	-1	11	18	-2
O=S(=O)(NCc1ccc2c(c1)OCO2)c1ccc(F)c(F)c1	-6	3	-19	-7	-2	-8	7
Cc1noc(C)c1S(=O)(=O)Nc1ccc2c(c1)C(=O)N([C@@H](C)CO)C[C@H](C)[C@@H](CN(C)Cc1ccc3c(c1)OCO3)O2	15	3	nt	3	-6	-13	-1
C[C@@H]1CN([C@@H](C)CO)C(=O)c2cc(NC(=O)Cc3ccccc3)ccc2O[C@@H]1CN(C)S(C)(=O)=O	nt	nt	-27	-10	nt	26	nt
CCOc1ccc2nc(NC(=O)C3CCCO3)sc2c1 (stereo unspecified)	-1	0	-141	-23	8	-21	10
C[C@H]1CN([C@@H](C)CO)C(=O)c2cc(-c3cccnc3)cnc2O[C@@H]1CN(C)C(=O)C1CCOCC1	-5	-2	nt	-13	9	1	1
CCCN(C)C[C@@H]1Oc2cc(Br)ccc2S(=O)(=O)N([C@@H](C)CO)C[C@@H]1C	-3	3	nt	1	9	10	-2
COc1cc(C2NC(=O)NC(O)(C(F)(F)F)C2C(=O)c2cccs2)ccc1O (stereo unspecified)	-4	2	nt	-8	-8	-31	6
COc1ccc(CN(C)C[C@H]2OCCCC[C@H](C)Oc3ccc(NS(C)(=O)=O)cc3C(=O)N([C@@H](C)CO)C[C@@H]2C)cc1	14	8	-12	3	3	-23	2
CCOC(=O)c1c(C)[nH]c(C)c1S(=O)(=O)N1CCN(c2cccc(C)c2)C(C)C1 (stereo unspecified)	6	1	-8	7	17	-1	2
O=C(c1ccc2c(=O)n(-c3ccccc3)c(=O)[nH]c2c1)N1CCCCC1	-5	3	nt	-4	-1	10	1
C[C@@H]1CN([C@@H](C)CO)C(=O)c2cc(-c3cccc(F)c3)cnc2O[C@H]1CN(C)S(C)(=O)=O	-11	7	nt	-6	9	9	-1
C[C@H]1CN([C@@H](C)CO)C(=O)c2cc(NC(=O)CCC(F)(F)F)ccc2O[C@@H]1CN(C)S(=O)(=O)c1cn(C)cn1	3	4	nt	3	10	0	1
COc1ccc(C(=O)NC(C)c2ccc(-n3ccnc3)cc2)cc1[N+](=O)[O-] (stereo unspecified)	nt	2	-8	nt	0	-5	nt
CC=Cc1ccc2n(c1=O)C[C@H]1[C@H](CO)[C@@H](C(=O)NCC)[C@@H]2N1C(C)=O (mixture of isomers)	0	-14	-16	29	9	-14	1
O=C(COC(=O)CNC(=O)c1ccc(Br)o1)Nc1ccccc1OC(F)F	-12	-2	5	4	-2	17	-3
CCCCSc1n[nH]c(N)n1	-1	1	8	4	3	-3	-2
COc1ccc2oc3cc(NCCN(C)C)ccc3c(=O)c2c1	nt	nt	-109	5	?	29	-6
CC(C)c1ccc(/C=C(/C#N)c2nnc(NC(=O)c3ccccc3)s2)cc1	-5	nt	-14	nt	nt	-10	nt
O=C(c1ccccc1F)N1CC[C@H]2[C@H](CO)Nc3ccc(C#Cc4ccc(F)cc4)cc3[C@H]21	nt	1	33	nt	7	-12	1
Cc1csc(NC(=O)c2cc[n+]([O-])cc2)n1	-4	1	11	-4	nt	22	1
COc1ccc2oc(C(=O)NCC(Cc3ccccc3)N(C)C)c(C)c2c1 (stereo unspecified)	-5	-2	-14	-10	1	-23	0
COc1ccc(C(=O)NNS(=O)(=O)c2ccccc2)cc1	2	-1	-19	-14	-14	4	1
Cc1cc2ccccc2n1CCNC(=O)c1cccs1	3	0	nt	-40	4	-15	2
BrC(=C\c1ccccc1)/C=N/Nc1nc(N2CCOCC2)nc(N2CCOCC2)n1	nt	4	30	4	3	0	-1
C=CCn1c(CCC(O)COCCCCC)n[nH]c1=S (stereo unspecified)	-4	1	21	5	-4	-5	-1
C[C@@H]1CN([C@H](C)CO)C(=O)c2cc(NC(=O)Nc3cccc4ccccc34)ccc2O[C@@H](C)CCCCO[C@H]1CN(C)S(=O)(=O)c1cn(C)cn1	8	2	13	6	-5	17	-1
COc1ccc(C#Cc2ccc([C@@H]3[C@H](CO)N4CCCCN(C(=O)Nc5cccc(F)c5)C[C@@H]34)cc2)cc1	11	1	76*	33	-23	11	-1
Cc1noc(C)c1S(=O)(=O)Nc1ccc2c(c1)C(=O)N([C@H](C)CO)C[C@H](C)[C@H](CN(C)S(=O)(=O)c1ccccc1)OCCCC[C@@H](C)O2	-5	-2	-19	-16	-8	12	-1
CCC(=O)N(C)C[C@@H]1Oc2ncc(-c3cccc(OC)c3)cc2C(=O)N([C@H](C)CO)C[C@H]1C	2	-1	-13	-4	22	-14	3
O=C(C[C@H]1C=C[C@@H](NC(=O)Nc2ccccc2)[C@H](CO)O1)NCc1ccccn1	7	1	-13	-1	-3	2	12
N#CC1=C(N)Oc2cc(N)ccc2C1c1cccc(F)c1 (stereo unspecified)	-7	-3	25	53*	11	-22	3
O=S(=O)(c1ccccc1F)N1C[C@@H]2N[C@H](C1)C2c1ccc(/C=C/c2ccccc2)cc1 (stereo partly specified)	nt	3&12	0&-8	-5&7	-5&-3	14&4	-1&-3
CN1OC[C@@H]2CN(S(=O)(=O)c3ccccc3)[C@H](c3ccccc3Br)C[C@@H]21	nt	0	14	5	-12	11	2
COCC(=O)N[C@H]1C=C[C@@H](CC(=O)NCc2ccccc2OC)O[C@@H]1CO	-7	-3	2&3	0&-12	-3&-9	14&0	4&3
C[C@H](NC(=O)c1ccco1)C(=O)NCc1cccs1	-3	1	-3	-3	9	-3	-1
COc1ccc(CCNc2ccc(C(CC(N)=O)NC(=O)Cc3ccc(Br)cc3)cc2[N+](=O)[O-])cc1 (stereo unspecified)	-4	-2	18	8	10	-5	-5
CO[C@@H]1CN(C)C(=O)c2ccc(NC(=O)C3CCC3)cc2OC[C@@H](C)N(Cc2ccccn2)C[C@@H]1C	1	-1	21	2	2	6	0
O=C(O)C1=CC[C@@H](c2ccc(Cl)cc2)N(S(=O)(=O)c2ccc(Cl)cc2)[C@H]1c1cccc(Cl)c1	13	nt	26	-4	-5	-7	14
CC(O)CNCCOc1cccc(Oc2ccccc2)c1 (stereo unspecified)	-6	nt	0	0	2	-1	-2
COC(=O)N/N=C1/C/C(=N\NC(=O)OC)c2ccccc21	40	-4	6	5	9	8	91*
COc1ccc(-n2c(SCC(=O)Nc3cccc(S(N)(=O)=O)c3)nc3ccccc3c2=O)cc1OC	2	-3	31	8	-4	-6	-2
C[C@@H]1CN([C@H](C)CO)C(=O)c2cc(NC(=O)Nc3ccc4c(c3)OCO4)ccc2O[C@@H]1CN(C)S(C)(=O)=O	-4	5	nt	1	7	2	2
Cc1ccc(Cl)cc1NC(=O)COc1ccccc1	-44	-6	-23	-13	0	-6	-3
CCCC(=O)Nc1ccc2c(c1)OC[C@H](C)N(C(=O)C1CCCC1)C[C@@H](C)[C@@H](OC)CN(C)C2=O	-8	0	nt	-15	-8	4	1
C[C@@H](NC(=O)C[C@@H]1C[C@@H]2c3cc(NC(=O)C4CCOCC4)ccc3O[C@@H]2[C@H](CO)O1)c1ccccc1	-5	-2	11	10	1	-2	1
CCCCNC(=O)c1ccc(CS(=O)(=O)c2ccccc2OC)o1	-5	2	15	2	-4	-3	0
O=S(=O)(Nc1cccc(S(=O)(=O)N2CCCC2)c1)c1ccc(Br)cc1	nt	nt	14	8	-4	6	2
Cc1cc(C)nc(SCC(=O)Nc2ncc(C(F)(F)F)cc2Cl)n1	1	nt	-2	nt	nt	-9	nt
CC(C)Oc1cccc(C(=O)Nc2nnc([C@H]3C[C@H](O)[C@@H](CO)O3)s2)c1	nt	0	2	1	2	-1	7
O=C(c1cccc(C(F)(F)F)c1)C1CCCN(C(=O)C2CCOCC2)C1 (stereo unspecified)	0	-9	-20	-3	8	-9	-4
O=C(Nc1ccccc1)N[C@H]1CC[C@H](CCNC(=O)c2ccccc2F)O[C@@H]1CO	-2	11	1	6	1	1	-2
Nn1c(SCC(=O)NCC2CCCO2)nnc1-c1ccco1 (stereo unspecified)	3	-4	-5	-5	-3	4	0
Cc1nn(CCC(=O)NNC(=S)Nc2ccc(F)cc2)c(C)c1Br	-4	3	0	11	-4	nt	1
O=C(N/N=C\C=C\c1ccco1)c1cc(-c2ccc3ccccc3c2)n[nH]1	-12	-6	-22	49	2	-62	0
C[C@@H]1CCCCO[C@@H](CN(C)Cc2ccc(C(=O)O)cc2)[C@H](C)CN([C@H](C)CO)C(=O)c2cc(NS(=O)(=O)c3ccccc3)ccc2O1	-14	nt	-6	-7	13	10	nt
C=CCN1C(C(=O)OCC)CSCCS1(=O)=O (stereo unspecified)	nt	-1	-9	9	-12	-3	-2
COc1cc(Cl)c(NS(=O)(=O)c2ccc(-c3ccc(=O)[nH]n3)o2)c(OC)c1	-6	3	-7	-1	-7	0	nt

High-throughput results deposited in PubChem by Broad Institute.
